Mito fusion yeast – mitochondrial division inhibition or fusion activation; S. cerevisiae fusion-defective mutant growth rescue, CellTiterGlo 48 h; Potency, µM (doses to about 46.1 µM), inactives show at the highest dose growth rescue (activation), hits mostly activators; hit rate 0.23% among 320,000; AID 485298;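 further: potency means the concentration at half of the fitted maximal effect; % of control where 0% means no effect; nearly all actives have a fitted effect of over 45% in size; temperature-sensitive fusion mutants such as fzo1-1 at 37 °C on non-fermentable ethanol glycerol medium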
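Read-out: ATP-based luminescence (CellTiterGlo, 10 min ambient) reporting growth of fusion-defective ts yeast after 48 hours at 37C on glycerol/ethanol YPEG medium in the presence of compound.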
TSHR antagonist – blocks TSH signaling through the human TSH receptor | hit rate 0.2% among 330,000 | TSHR-expressing cells, TSH-stimulated cAMP HTRF, 2 h; stronger effect = lower value | AID 504810 | activity change, negative = inhibition, % at 11.5 µM;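 active means activity change below a set negative limit, meaning inhibition stronger than a set level, cut at about -70% in these data; inconclusive means activity change between two set negative limits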; further: on the % scale 0 is the no-effect control and ±100 the full control effect
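Inhibition of cAMP made by TSHR-expressing cells under TSH stimulation (4nM final, EC80; 2 h, 37 deg C) is quantified with a one-step lysis HTRF kit, anti-cAMP cryptate versus cAMP-d2.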
ELG1 DNA repair – blocks ELG1-dependent DNA repair in HEK293T cells | HEK293T ELG1-luciferase reporter, luminescence, 16 h; DNA damage induced by 5-fluorouridine | Potency, µM (doses to about 46.1 µM), for inactives: at the highest dose activity change, negative = inhibition, actives largely listed as inhibitors | hit rate 2.3% among 330,000 | AID 504467; further: potency means the concentration at half of the fitted maximal effect; on the % scale 0 is the no-effect control and ±100 the full control effect; nearly all actives have a fitted effect of over 55% in size
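Quantitative HTS, concentration-response format. 2,000 cells/well co-treated with 5-fluorouridine and compound, 16 hr in 5% CO2 at 37 °C; ONE-Glo luminescence read after 30 min.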
Eya2 phos inh – inhibitors of human Eya2 phosphatase activity; O00167; recombinant Eya2, OMFP fluorescence dephosphorylation (OMFP is methylfluorescein phosphate); Potency, µM (titrated, usually from 76.9 µM), without a hit: at the top dose activity, negative = inhibition, actives largely listed as inhibitors; hit rate 0.006% among 330,000; further: potency means the concentration at half of the fitted maximal effect; on the % scale 0 is the no-effect control and ±100 the full control effect
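Eya2 (0.2 uM) preincubated 10 min at ambient with compound, then OMFP substrate added at 50 uM; 10 min reaction in 50 mM HEPES pH 7.5, 50 mM NaCl, 5 uM MgCl2, 0.05% BSA, 1 mM DTT. Fluorescence read at Ex 485/Em 525 nm.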
KCNH2 3.1 block – blocks the human KCNH2 3.1 channel isoform; activity change, % (tested at about 1.8 µM); hit rate 0.95% among 340,000; U2OS KCNH2 3.1, thallium flux FluxOr; stronger effect = lower value;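 active means maximum activity change below -70%; inconclusive means maximum activity change from -70% to -50%; inactive means maximum activity change above -50%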;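 further: thallium influx rate constant from kinetic fluorescence after stimulation buffer; on the % scale 0 is the no-effect control and ±100 the full control effect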
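Virally transduced U2OS (3.1 isoform, 4 h infection in dark at RT) → overnight 37 C → FluxOr + Red40 in HBSS/HEPES, 45 min → stimulation buffer, 2 min kinetic read → rate constant vs DMSO controls.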
hERG WT inh – KCNH2 (human, wildtype) channel inhibition; hit rate 0.37% among 340,000; activity change, % at 1.84 µM; Q12809; U2OS, BacMam KCNH2, thallium flux FluxOr; stronger effect = lower value;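 active means maximum activity change below -70%; inconclusive means maximum activity change between -70% and -50%; inactive means maximum activity change above -50%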; further: on the % scale 0 is the no-effect control and ±100 the full control effect
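U2OS cells were transduced with wild-type KCNH2 virus (2.03 x 10^8 / mL) for 4 h at room temperature, then cultured overnight at 37 C. Thallium flux was read with FluxOr dye. Rate constants were normalized to DMSO controls.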
A-T KAP1 phos – potential ataxia-telangiectasia treatments restoring KAP-1 phosphorylation; […] A-T fibroblasts, KAP-1 phosphorylation AlphaLISA; neocarzinostatin DNA damage 30 min before lysis; Potency, µM (titrated, usually from 57.5 µM), without a hit: at the top dose activation, hits mostly activators; hit rate 0.19% among 320,000; further: potency means the concentration at half of the fitted maximal effect; % of control where 0% means no effect; nearly all actives have a fitted effect of over 45% in size
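ATM-like activity read as KAP-1 phosphorylation via AlphaLISA donor/acceptor antibody pairs after lysis and 6 hr at 25C. Cells were ATM-null patient fibroblasts ([…], hTERT), dosed 60 min, then exposed to the DSB inducer NCS for 30 min.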
TCR act – activators of T cell receptors | primary human leukocytes, anti-CD3, IL-2 HTRF, 48 h | Potency, µM (titrated, usually from 9.22 µM), without a hit: top-dose activation of IL-2 secretion, usual class: activators | 330,000 tested, under 10 active; further: % of control where 0% means no effect
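Readout: HTRF IL-2, Eu-cryptate/d2 antibody pair, 320nm excitation, 665nm emission. Stimulus: a-CD3 beads, no co-stimulation. Cells: primary human leukocytes. Exposure: 48 hr with compound.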
USP2a block – USP2a (human) protease inhibition. O75604. USP2 core, Ub-CHOP2 coupled fluorogenic reporter, 485/531. Potency, µM (titrated, usually from 38.3 µM), without a hit: at the top dose activity change, negative = inhibition, usual class: inhibitors. hit rate 0.01% among 330,000;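 further: potency means the concentration at half of the fitted maximal effect; plate controls were DMSO wells for no effect and full inhibition by NEM control for full effect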
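Deubiquitinase activity read as fluorescence (485/531 nm) after Ub-CHOP2 cleavage activates the enterokinase reporter on its substrate; USP2 core 10nM, Ub-CHOP2 and substrate 25nM each, 30min compound preincubation then 60min RT; data normalized to NEM, curves fitted.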
TRPV1 agonist – agonists of human vanilloid receptor 1 (TRPV1) | TRPV1-expressing cells, Fluo-8 calcium influx, agonist mode | activation, % at 8.33 µM | hit rate 0.19% among 320,000 | AID 540275; in the data active means activation above about 80%; inconclusive means between about 30% and that limit; further: 0% is about no effect
Target sequence (Q8NER1 whole entry, looked up): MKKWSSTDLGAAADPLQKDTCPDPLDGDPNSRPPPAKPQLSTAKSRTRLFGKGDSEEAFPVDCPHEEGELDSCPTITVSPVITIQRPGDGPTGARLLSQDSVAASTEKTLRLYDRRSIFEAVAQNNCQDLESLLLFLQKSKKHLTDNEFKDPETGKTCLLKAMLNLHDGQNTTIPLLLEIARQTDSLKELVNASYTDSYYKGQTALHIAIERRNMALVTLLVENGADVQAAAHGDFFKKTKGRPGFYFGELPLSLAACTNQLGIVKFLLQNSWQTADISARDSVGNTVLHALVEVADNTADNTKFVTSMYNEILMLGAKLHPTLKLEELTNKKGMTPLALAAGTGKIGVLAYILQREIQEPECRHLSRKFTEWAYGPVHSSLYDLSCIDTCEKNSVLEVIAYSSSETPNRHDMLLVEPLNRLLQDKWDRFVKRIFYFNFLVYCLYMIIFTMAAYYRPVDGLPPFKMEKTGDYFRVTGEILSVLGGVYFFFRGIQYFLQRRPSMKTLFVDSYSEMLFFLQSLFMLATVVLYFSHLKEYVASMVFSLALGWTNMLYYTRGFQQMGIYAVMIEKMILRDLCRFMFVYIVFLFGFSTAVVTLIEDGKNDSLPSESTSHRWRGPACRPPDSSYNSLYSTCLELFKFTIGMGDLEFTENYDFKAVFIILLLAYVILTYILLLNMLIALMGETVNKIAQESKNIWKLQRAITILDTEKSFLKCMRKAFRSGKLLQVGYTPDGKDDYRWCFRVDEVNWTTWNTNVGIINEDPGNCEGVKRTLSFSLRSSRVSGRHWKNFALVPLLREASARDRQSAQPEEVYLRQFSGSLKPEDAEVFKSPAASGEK
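TRPV1-expressing cells were cultured overnight at 35.5C and loaded with Fluo-8 calcium dye for 40 to 90 min at room temperature. After a 10 s baseline, compound was added and calcium influx was read kinetically for 3 min (ex 480/em 520 nm).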
Active calls of the source: *; i = inactive; u = inconclusive; x = no result given; [ ] = dose if it differs, or a comment. Unless noted, the call rests on the fitted dose curve; in most records, active means well fitted curve in the direction sought with a large enough effect; inconclusive means small, poorly fitted or top-dose-only effect, or another doubt; inactive means no such curve, though single readings can be large; an effect the other way counts as inactive or inconclusive. A portion of the library. The share of hits here may be higher or lower than overall.

SMILES	Mito fusion yeast	TSHR antagonist	ELG1 DNA repair	Eya2 phos inh	KCNH2 3.1 block	hERG WT inh	A-T KAP1 phos	TCR act	USP2a block	TRPV1 agonist
CCn1c(COc2ccc(C)cc2)nc2ccccc21	11%	-16	u	-9%	-2	1	0%	x	5%	u
COc1ccc(CNc2nc(-c3ccccc3)nn2C(=O)c2cccs2)cc1	0%	-5	3%	-13%	6	4	-3%	5%	3%	7
CCOc1ccc(S(=O)(=O)Nc2ccc3c(c2)n(C)c(=O)n3C)cc1	3%	-5	2%	-20%	11	3	10%	1%	4%	2
COc1ccc(C(=O)Cn2c(NCCCO)nc3ccccc32)cc1OC	0%	30	-7%	0%	22	-10	-7%	-1%	0%	-1
COc1cnc(SC)nc1Nc1ccc(C#N)cc1	5%	-11	13%	-5%	13	6	7%	-4%	12%	21
O=C(CCS(=O)(=O)Cc1ccccc1)Nc1nncs1	-1%	14	18%	12%	12	1	0%	5%	-1%	2
COc1ccc(C(=O)COC(=O)c2cncc(Br)c2)cc1	-2%	-30	u	8%	-7	-13	-5%	-27%	-1%	7
CCn1nc(C(=O)NCc2nnc3ccccn23)c2ccccc2c1=O	-1%	18	25%	3%	-8	-4	-8%	8%	0%	0
COc1ccc([C@@H]2[C@@H]3C(=O)N(C(C)(C)C)C(=O)[C@@H]3[C@]3(C)C(=O)N(c4cccc(C)c4)C(=O)N23)cc1	0%	-9	25%	-10%	x	x	-9%	2%	-2%	-1
COc1cc(NC(=O)C2CC2)c(C(=O)O)cc1OC	0%	-1	-5%	11%	-7	0	12%	-5%	2%	-2
COc1cc(C(=O)O/N=C2/C=C(C)C(=O)C=C2C)cc(OC)c1OC	-1%	22	12%	-9%	-1	i	-5%	1%[46.1 µM]	2%	-6
CC1CCN(c2ccc([N+](=O)[O-])cc2C(N)=O)CC1	1%	-2	0%	13%	8	-8	-3%	-65%	0%	-1
COC(=O)c1cc(S(=O)(=O)n2nc(C)cc2C)c(Cl)cc1Cl	-2%	-23	11%	0%	8	-8	-4%	-3%	0%	0
COc1cccc(NC(=O)COc2ccc(C(=O)N3CCN(C)CC3)cc2)c1	-6%	0	7%	-3%	8	-3	3%	2%	2%	-3
CCOc1ccc(NC(=O)CSc2nnc(Cn3c(=O)sc4ccccc43)n2C)cc1	0%	7	4%	-6%	-3	-8	6%	-7%[46.1 µM]	u	2
Cc1ccc(C2/C(=C(/O)c3cnn(-c4ccccc4)c3C)C(=O)C(=O)N2CCCN2CCOCC2)o1 (configuration not stated)	-6%	-8	u	-2%	x	x	-10%	x	0%	0
Cc1cc(-c2nnc(SCC(=O)Nc3ccc(F)c(F)c3)n2N)n[nH]1	0%	-13	7%	-9%	-25	-6	16%	-9%	2%	3
CC1CN(CCOc2cccc(Oc3ccccc3)c2)CC(C)O1 (configuration not stated)	u	7	-10%	u	20	1	-2%	6%	3%	2
CC(C)Oc1ccc(C(CC(=O)O)NC(=O)Cc2ccc(Cl)cc2)cc1 (configuration not stated)	-1%	-5	-1%	4%	-2	-10	20%	-2%	7%	0
Cc1csc(NC(=O)CNS(=O)(=O)c2cccs2)n1	-3%	-4	0%	0%	3	4	1%	x	3%	0
Cc1ccc(C)c2nc(SCC(=O)N3CCCc4ccccc43)c(C#N)cc12	0%	4	-1%	-19%	1	-16	2%	-41%	-1%	-2
O=S(NCc1ccccc1)C12CC3CC(CC(C3)C1)C2 (configuration not stated)	1%	3	-10%	6%	1	-30	-3%	1%	3%	28
CC1CCc2[nH]c3ccc(C(=O)N(C)CC(=O)Nc4ccc(F)cc4)cc3c2C1 (configuration not stated)	3%	1	-4%	-7%	x	-2	5%	-7%	1%	1
CCc1ccc(N(CC(=O)Nc2ccc(OC)cc2OC)S(C)(=O)=O)cc1	0%	-6	7%	-2%	-1	-2	-2%	2%	1%	2
COc1ccccc1NC(=S)N1CCC(NC(=O)c2ccco2)CC1	2%	0	14%	12%	9	-7	1%	1%	0%	-4
Other records follow.
SMILES	Mito fusion yeast	TSHR antagonist	ELG1 DNA repair	Eya2 phos inh	KCNH2 3.1 block	hERG WT inh	A-T KAP1 phos	TCR act	USP2a block	TRPV1 agonist
Oc1cccc(-n2nnnc2SCc2ccccc2F)c1	3%	-13	-1%	3%	4	-4	3%	-9%	7%	21
CCOc1ccc(S(=O)(=O)NCCC(=O)NC(C)CCc2ccccc2)cc1 (configuration not stated)	-4%	-4	-1%	23%	-13	-1	0%	5%	1%	0
COc1ccc(NC(=O)CN(C)C(=O)c2sc3cc(Cl)ccc3c2Cl)cc1	14%	-1	u	3%	-6	26	5%	-3%	0%	6
CC1CCC(NC(=O)c2cnccn2)CC1 (configuration not stated)	3%	1	11%	0%	-4	3	-7%	3%	1%	2
CN(C)S(=O)(=O)c1ccc(N2CCCC2)c(C(=O)NC2CCC(O)CC2)c1 (configuration not stated)	0%	4	-2%	30%	-18	1	1%	-3%	-2%	-3
Cc1ccc(-c2noc(CN3CCN(C(c4ccccc4)c4ccccc4)CC3)n2)cc1	-11%	-7	-10%	-5%	-12	8	9%	-4%	0%	0
C=CCN1C(c2ccc(Br)cc2)=CS/C1=C(/C#N)c1nnc(N2CCOCC2)n1-c1ccccc1	19%	-3	u	5%	7	22	-6%	15%[46.1 µM]	1%	14
COc1ccc(OC)c(/C=N/N=C2\SCC(=O)N2Cc2ccco2)c1	-3%	-17	-24%	-6%	1	5	3%	-1%[46.1 µM]	-1%	3
Nc1nc(-c2ccccc2)nc2sc3c(c12)CCCC3	-4%	-15	u	1%	-13	2	x	1%[46.1 µM]	-5%	11
CN(Cc1ccc(OCC(O)CN(C)Cc2ccccc2)cc1)Cc1nccn1C (configuration not stated)	-6%	3	-2%	-14%	4	-2	-5%	8%	4%	8
CCCS(=O)(=O)N1CCC(C(=O)Oc2ccc(OC)cc2)CC1	3%	33	6%	-1%	-5	-2	0%	-1%	1%	-7
CN(C)/C=N/c1ncc(C(=O)c2ccc(-c3ccccc3)cc2)s1	2%	-5	u	-24%	6	-4	-1%	2%	-2%	10
CCOC(=O)c1c(NC(=O)C(F)(OC)C(F)(F)F)sc(C(=O)N2CCCCC2)c1C (configuration not stated)	3%	1	-22%	-13%	-5	8	6%	-3%	0%	u
CCOC(=O)N/N=C/c1cccc(Cl)c1Cl	5%	10	u	-6%	8	0	8%	0%[46.1 µM]	4%	15
Cc1ccc(NC(=O)CNc2ccc(OC(C)C)cc2)c(C)c1	-5%	-9	-1%	-3%	-1	-3	-2%	4%[46.1 µM]	0%	0
O=S1(=O)CCN(Cc2ccc(Cl)c(Cl)c2)CC1	2%	11	-14%	1%	0	3	1%	1%	-1%	0
COc1ccc(C(=O)OCC(=O)NC2CC2)cc1OC	0%	13	18%	-6%	19	1	-8%	7%	2%	0
Cc1nnc2ccc(N3CCN(c4ccccn4)CC3)nn12	2%	6	u	0%	8	-9	3%	3%	1%	0
Nc1ccc(SCC(=O)Nc2cccc([N+](=O)[O-])c2)cc1	-6%	0	13%	-1%	-4	-5	1%	-1%	5%	2
COC(=O)COc1nc(C)c2c(c1C#N)CC(C)(C)OC2	4%	10	9%	0%	-3	0	-1%	0%	0%	0
O/N=C1\CCCCc2ccccc21	10%	14	u	5%	7	-22	0%	3%	1%	-2
COc1ccccc1NC(=O)CSC1=NCCN1	2%	0	u	4%	-19	-2	-1%	1%[46.1 µM]	1%	-1
COc1ccccc1C(=O)Nc1ccc2c(c1)C(=O)NC2=O	-1%	-12	13%	9%	0	-2	0%	8%	-2%	0
COc1ccc(S(=O)(=O)Nc2cc3c4c(c2)CCC(=O)N4CCC3)cc1C	3%	-3	2%	-9%	0	-3	6%	4%	1%	-5
Cc1ccc(Nc2nc(N3CCOCC3)nc(N3CCOCC3)n2)cc1Cl	-44%[inhibitor]	-135*	0.65µM*	11%	6	12	9%	-3%	-4%	-1
CS(=O)(=O)N(CC(=O)Nc1c(F)cccc1F)Cc1ccccc1	2%	8	u	8%	4	1	9%	4%	0%	2
O=C(O)c1ccc2c(=O)n(-c3ccccc3F)c(=S)[nH]c2c1	2%	0	-3%	8%	12	0	-1%	6%	2%	-4
C=CCNc1nc(NC(C)(C)CO)nc(OCC)n1	0%	0	8%	-11%	-7	-10	-8%	3%	0%	5

Taken from above.
Result of Nc1ccc(SCC(=O)Nc2cccc([N+](=O)[O-])c2)cc1 under TCR act: -1%
Result of O=C(O)c1ccc2c(=O)n(-c3ccccc3F)c(=S)[nH]c2c1 under Mito fusion yeast: 2%
Result of CCOC(=O)c1c(NC(=O)C(F)(OC)C(F)(F)F)sc(C(=O)N2CCCCC2)c1C (configuration not stated) under USP2a block: 0%

Screening data as filed in PubChem BioAssay.
